Screens: PubChem, National Center for Advancing Translational Sciences (NCATS)
NPSR antag – antagonists of human neuropeptide S receptor cAMP signaling. Q6W5P4. CHO-NPSR cells, cAMP TR-FRET, antagonist mode. Potency, µM (highest dose often 38.3 µM), for the others: at the top dose activity change, negative = inhibition, hits mostly inhibitors. 220,000 tested, 1% active. AID 1461; note: potency is the fitted concentration of half-maximal effect; % is set by controls: 0 for no effect and ±100 for the full control effect; nearly all actives have a fitted effect of over 50% in size; many of its hits are not listed in these tables
L3MBTL1 block – L3MBTL1 (human) inhibition | Q9Y468 | AlphaScreen L3MBTL1–H3K9me1 peptide binding | Potency, µM (series often up to 57.1 µM), inactives show at the top dose activity, negative = inhibition, actives largely listed as inhibitors | 230,000 tested, 0.66% active | AID 485360; note: potency is the fitted concentration of half-maximal effect; % is set by controls: 0 for no effect and ±100 for the full control effect; nearly all actives have a fitted effect of over 60% in size
Target sequence (Q9Y468 whole entry, looked up): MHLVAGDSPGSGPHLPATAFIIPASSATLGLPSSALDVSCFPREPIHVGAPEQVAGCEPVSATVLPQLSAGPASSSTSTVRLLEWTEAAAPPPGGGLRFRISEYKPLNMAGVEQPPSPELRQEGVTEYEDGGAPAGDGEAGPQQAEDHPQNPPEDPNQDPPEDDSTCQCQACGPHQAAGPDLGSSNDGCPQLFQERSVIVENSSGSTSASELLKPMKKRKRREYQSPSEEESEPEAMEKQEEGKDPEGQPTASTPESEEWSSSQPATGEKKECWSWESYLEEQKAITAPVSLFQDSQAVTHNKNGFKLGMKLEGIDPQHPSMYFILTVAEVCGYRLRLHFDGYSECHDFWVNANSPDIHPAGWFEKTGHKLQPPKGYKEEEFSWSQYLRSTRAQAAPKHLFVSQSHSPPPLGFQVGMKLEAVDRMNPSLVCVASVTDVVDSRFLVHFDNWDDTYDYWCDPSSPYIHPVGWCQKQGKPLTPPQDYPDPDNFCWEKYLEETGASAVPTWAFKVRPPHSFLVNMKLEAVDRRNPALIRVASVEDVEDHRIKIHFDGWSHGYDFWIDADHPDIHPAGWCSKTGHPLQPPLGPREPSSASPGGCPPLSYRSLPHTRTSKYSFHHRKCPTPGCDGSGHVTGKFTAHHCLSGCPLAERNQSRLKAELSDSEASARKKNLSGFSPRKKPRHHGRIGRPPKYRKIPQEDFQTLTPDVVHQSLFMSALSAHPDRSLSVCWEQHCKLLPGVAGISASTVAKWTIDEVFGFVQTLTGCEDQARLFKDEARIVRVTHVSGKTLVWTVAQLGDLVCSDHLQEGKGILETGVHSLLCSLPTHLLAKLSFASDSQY
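Displacement of a biotinylated histone H3(1-15) peptide monomethylated at Lys9 (75 nM) from L3MBTL1 (50 nM) was measured by AlphaScreen after a 30 min room-temperature compound incubation; cefsulodin titration served as intraplate control.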
CBFb RUNX1 block – blocks binding between human CBF-beta and RUNX1; Q01196+Q13951; AlphaScreen CBFb-His/RUNX1-biotin binding, biochemical; Potency, µM (highest dose often 59.8 µM), without a hit: at the highest dose activity, negative = inhibition, actives largely listed as inhibitors; 230,000 tested, under 10 active; AID 1477; note: % of control where 0% means no effect
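CBF-beta (His) and RUNX1 (biotin), 30 nM each; 20 min preassociation; + compound, 15 min; + beads 50 ng each (Ni, streptavidin), 90 min; RT; AlphaScreen read.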
IMPase Li cell – cell-permeable IMPase inhibitors with lithium potentiation. CHO-M1 cells, IP1 TR-FRET (IP-One), carbachol + lithium. Potency, µM (titrated, usually from 59.4 µM), without a hit: at the top dose activity, negative = IMPase inhibition, hits mostly inhibitors. 210,000 tested, 0.35% active;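 note: IP1 builds up when IMPase is blocked and the TR-FRET signal falls; potency is the fitted concentration of half-maximal effect; plate controls were basal vehicle for no effect and high inhibitor control for full effect; nearly all actives have a fitted effect of over 50% in size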
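CHO-M1, 2000 cells/well, 16–30 h culture; cpd + low Li+, 30 min 37C; lysis with d2-IP1/Eu-anti-IP1 Ab, 10 min RT; TR-FRET 665/620 ratio and 620 channel; AC50 via Hill.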
KinaseGlo FLuc – blocks Kinase-Glo luciferase, a counter-screen artifact | Q27757 | Kinase-Glo luciferase, ATP luminescence, 8 min | Potency, µM (top dose mostly 38.3 µM), for the others: at the top dose activity change, negative = inhibition, usual class: inhibitors | 200,000 tested, 0.28% active; note: potency is the fitted concentration of half-maximal effect; % is set by controls: 0 for no effect and ±100 for the full control effect; nearly all actives have a fitted effect of over 60% in size
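Light output from Kinase-Glo luciferase with luciferin and 10 uM ATP in 50 mM imidazole pH 7.2, KCl, MgCl2, Tween 20, BSA; compound pin-delivered, 8-min ambient incubation, then luminescence read.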
HttQ103 aggreg – mutant huntingtin aggregation inhibition; PC12 HttQ103-GFP aggregates, Acumen cytometry, 40 h; Potency, µM (highest dose often 46.1 µM), for inactives: at the highest dose activity change, negative = inhibition, most hits filed as inhibitors; 220,000 tested, 1.1% active; AID 1688; note: potency is the fitted concentration of half-maximal effect; % is set by controls: 0 for no effect and ±100 for the full control effect; nearly all actives have a fitted effect of over 60% in size
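PC12 cells stably carrying ecdysone-inducible HTT exon 1 Q103–GFP were induced with tebufenozide (100 nM final) and treated with library compounds in titration. GFP aggregates in lysates were counted by laser scanning cytometry.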
Epigenetic reg – regulators of epigenetic silencing causing reporter derepression in mouse cells; Potency, µM (series often up to 53.9 µM), inactives show at the highest dose GFP activation, hits mostly activators; murine LDR cells, GFP reporter derepression, 30 h; 280,000 tested, 0.2% active; note: potency is the fitted concentration of half-maximal effect; % of control where 0% means no effect; nearly all actives have a fitted effect of over 60% in size
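Reporter derepression read as number of fluorescent GFP-positive objects, 20-120 um in size, counted by laser-scanning cytometer. Mouse LDR line with an epigenetically silenced CMV-GFP locus; compound incubation 30 h, 37 C.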
Numbers without * were called inactive; ? = inconclusive; / = no result given; & = joins results of further samples; [ ] = dose if it differs, or a comment. Calls come from the whole dose curve; as a rule, active = well fitted curve in the direction sought with a large enough effect; inconclusive = small, poorly fitted or top-dose-only effect, or another doubt; inactive = no such curve, though single readings can be large; an effect the other way counts as inactive or inconclusive. This is a subset, so the mix of outcomes need not match the whole.

canonical_smiles,NPSR antag,L3MBTL1 block,CBFb RUNX1 block,IMPase Li cell,KinaseGlo FLuc,HttQ103 aggreg,Epigenetic reg
Cc1cc(C)c(S(=O)(=O)NCC23C=CC(O2)C2C(=O)N(c4ccccc4)C(=O)C23)c(C)c1 (stereo unspecified),-13.1%[46.1 µM],0.6%,0.9%,-7.9%[38.3 µM],-2.9%,-5.8%,2.8%
Cc1ccc(NC(=O)N2Cc3ccccc3CC2C(=O)NC(C)(C)C)cc1 (stereo unspecified),-5.0%[46.1 µM],2.7%,4.5%,/,/,4.3%,-1.0%
COc1ccc(-c2noc(-c3ccccc3-c3ccccc3)n2)cc1,-12.2%[46.1 µM],25.6%,?,-0.5%[38.3 µM],0.2%,2.2%,-1.2%
CCCn1nc2cc(C(=O)NCCCCc3ccccc3)ccc2c1OCC,-14.1%[46.1 µM],-1.6%,3.4%,-9.9%[38.3 µM],-1.3%,3.3%,-1.1%
COCCOc1cc(Nc2nnc(C(F)(F)F)s2)c(Cl)cc1Cl,-9.6%[46.1 µM],/,-12.1%,-20.0%[38.3 µM],-0.1%,?,0.0%
CC(=O)c1cccc(NC(=O)NCc2ccco2)c1,-0.9%[46.1 µM],8.9%,0.0%,4.1%[38.3 µM],-0.4%,?,-0.9%
COc1ccc(C(C)=O)cc1COC(=O)CCCN1C(=O)c2ccccc2C1=O,5.0%,3.6%,-2.4%,6.5%,-0.3%,6.1%,-0.5%
O=C(COC(=O)c1ccccc1O)NCCCc1ccccc1,6.5%,/,0.7%,-2.9%,/,-5.8%,-0.3%
COc1cccc(-c2nn(-c3ccccc3)cc2C(=O)OCC(=O)Nc2ncc(Cl)cc2Cl)c1,?,-8.9%,-9.4%,/,/,-6.5%,0.0%
c1ccc(Cn2nnnc2C(c2cccs2)N2CCc3ccccc3C2)cc1 (stereo unspecified),?,/,13.7%,26.5%[38.3 µM],-2.9%,-28.3%,0.0%
Cn1c(=O)[nH]c(=O)c2c1nc(NC1CCCCC1)n2CC(=O)NC1CCCCC1,-1.2%[46.1 µM],10.3%,4.3%,23.2%[38.3 µM],2.8%,-0.2%,-0.8%
CN(C)c1ccc(CN(C(=O)COc2ccccc2)C2CCS(=O)(=O)C2)cc1 (stereo unspecified),-16.4%[46.1 µM],/,-10.6%,33.1%[38.3 µM],1.5%,5.1%,-2.1%
CC(C)CN(C(=O)COC(=O)c1ccccc1SCC(=O)NC1CCCCCC1)C1CCS(=O)(=O)C1 (stereo unspecified),-8.9%[46.1 µM],10.1%,5.4%,12.2%,1.5%,-6.7%,0.0%
Cc1ccc(Nc2nc(CSc3nnnn3C)cs2)cc1,-11.8%[46.1 µM],-1.8%,-1.7%,-5.3%,1.3%,-4.6%,-0.9%
COc1c(C=O)c(CCN(C)C(=O)c2ccc(F)cc2)cc2c1OCO2,-4.0%,/,-4.2%,/,/,-18.1%[9.22 µM],-2.5%
O=S(=O)(CC(O)COc1ccccc1Cl)c1ccccc1 (stereo unspecified),-2.5%[46.1 µM],-4.5%,0.4%,-9.1%[38.3 µM],-8.2%,8.2%,-1.4%
COCCN(CC(=O)NC1CCCCC1)C(=O)CCCC(=O)Nc1ccccn1,7.1%,-1.5%,1.1%,5.8%,-1.8%,/,0.0%
O=C(CSc1ccc2ccccc2c1)Nc1ncccn1,-8.3%[46.1 µM],4.0%,5.0%,/,/,2.2%,-0.9%
CN1\C(=C/C=C/C=C/C=[N+](C)C)C(C)(C)c2ccccc21,10µM*,?,-22.5%,0.9%,11.2µM*,10µM*,18.0%
COc1cc(C2c3c([nH]c(=O)[nH]c3=O)Nc3ccc4ccccc4c32)cc(OC)c1OC (stereo unspecified),-12.3%,/,1.3%,-3.1%,/,23.0%,0.0%
CCn1c(=O)c([N+](=O)[O-])c(NC2CCS(=O)(=O)C2)c2ccccc21 (stereo unspecified),1.1%,/,4.5%,/,/,-3.9%[9.22 µM],0.0%
O=C(Nc1nccs1)c1ccc(S(=O)(=O)N2CCCCC2)cc1,-9.1%[46.1 µM],-0.2%,3.0%,18.5%[38.3 µM],1.5%,-25.3%,0.0%
CCOC(=O)c1sc(SC)c2c1CCC/C2=N/OC,-7.1%,/,15.5%,/,/,-24.0%[9.22 µM],-1.2%
CCn1c(-c2cccc(S(=O)(=O)N3CCCC3)c2)n[nH]c1=S,?,/,5.6%,/,/,11.9%[9.22 µM],2.6%
CCOC(=O)NCc1ccc(S(=O)(=O)Nc2ccccc2C)cc1,-10.5%[46.1 µM],7.5%,-2.8%,-0.6%[38.3 µM],-5.2%,-7.7%,-4.4%
CCCC(=O)O[C@]1(C(=O)CO)CCC2[C@@H]3CCC4=CC(=O)CC[C@]4(C)C3C(O)C[C@]21C (stereo partly specified),/,/,16.0%,9.1%,-6.7%,1.6%,12.0%
Cc1ccc2sc(=O)[nH]c2c1,-22.9%,1.3%,4.9%,/,/,-0.6%[9.22 µM],1.1%
Cc1ccc(S(=O)(=O)N2CCCCC2)cc1NC(=O)COC(=O)CNC(=O)c1cc(Cl)cc([N+](=O)[O-])c1,11.1%,3.5%,-7.8%,9.1%,1.1%,3.1%,0.0%
CCN(CCNC(=O)c1ccc(CSc2nc3ccncc3[nH]2)cc1)c1ccccc1,-56.0%,-15.9%,2.1%,19.5%,13.7%,?,1.1%
COc1ccccc1C(=O)NNC(=O)C(=O)NC(C)(C)C,10.3%,/,-5.1%,-0.4%,9.6%,-23.7%,14.9%
Cc1ccc(NC(=O)C2OCCc3ccccc32)cc1Cl (stereo unspecified),4.5%,20.2%,16.9%,19.0%,-0.3%,-14.2%,0.9%
COC(=O)C1=CN(Cc2ccc(OC)cc2)C=C(C(=O)OC)C1c1ccsc1,-29.8%,98.9%[activator],?,15.8%,2.3%,13.7%[9.22 µM],1.5%
C=CCn1c(SCC(=O)NCc2cccs2)nnc1C1CCCCC1,-6.0%[46.1 µM],3.4%,1.3%,9.1%[38.3 µM],-1.3%,-7.1%[9.22 µM],0.8%
O=C(CSc1nnc(C2CC2)n1Cc1ccco1)NCC(F)(F)F,10.6%,?,-10.9%,28.8%,-1.1%,1.0%,5.0%
CCOc1cc(CNc2ccc3c(c2)CCC3)ccc1O,-4.2%[46.1 µM],/,-6.7%,24.4%[38.3 µM],-2.0%,3.4%,0.2%
O=C(CCSCc1cccc(Cl)c1)NCCc1ccc(Cl)cc1,-15.6%[46.1 µM],20.1%,6.1%,/,/,30.4%,-0.7%&0.1%
CC(C)Oc1ccc(C2CC(=O)N(c3cccc(C(=O)O)c3)C2=O)cc1 (stereo unspecified),-0.3%[46.1 µM],6.4%,-0.8%,-2.1%[38.3 µM],11.9%,11.1%,5.4%
CCc1c(C)nc2ncnn2c1N1CCC(C(=O)Nc2ccc(C)cc2)CC1,-17.3%[46.1 µM],/,-0.4%,36.8%[38.3 µM],-4.2%,?,-1.0%
O=C(Nc1cccc(C(F)(F)F)c1)NC1CCCCC1,-10.5%[46.1 µM],/,3.1%,-2.0%[38.3 µM],1.5%,3.1%[9.22 µM],0.0%
O=c1[nH]nc(SCCS(=O)(=O)c2ccc(F)cc2)n1-c1ccccc1,-21.6%,-1.4%,0.1%,/,/,0.6%[9.22 µM],1.3%
CN(CCO)c1nc(N)c2c(N)nc3c(c2c1C#N)CC(=O)N3Cc1cccs1,-30.0%,15.3%,2.0%,-7.9%,0.3%,-4.7%,0.2%
N#CC1=C(N)Nc2nc3ccccc3n2C1c1ccc(Cl)cc1 (stereo unspecified),4.3%,0.3%,-5.3%,8.0%,-0.9%,-7.6%,-1.3%
CC1CCCCC1NC(=O)COn1nnc2ccc(Cl)cc21 (stereo unspecified),-12.0%[46.1 µM],/,1.9%,7.5%[38.3 µM],-1.1%,-25.4%,-0.2%
CSc1ccccc1NC(=O)CN(C)CC(=O)Nc1ccc(N2CCOCC2)cc1,17.2%,/,5.6%,7.2%,-1.1%,-14.3%,3.1%
COc1ccccc1OCCC(=O)N1CCN(c2ccccc2OC)CC1,-0.3%,/,-2.7%,/,/,-31.4%[9.22 µM],0.6%
COc1ccc(CN(Cc2ccccn2)S(=O)(=O)c2ccc(-n3cnnn3)c(OC)c2)cc1,-25.1%[46.1 µM],0.4%,1.0%,-6.8%[38.3 µM],-2.3%,8.5%,0.0%
O=S(=O)(Cc1noc(-c2ccccc2Cl)n1)c1ccccn1,3.7%[7.67 µM],-2.5%,4.3%,/,/,-19.5%[9.22 µM],-1.4%
CN(C)C(=O)c1ccc(-c2nc(NCc3ccccc3)c3ccccc3n2)cc1,/,/,/,-10.3%,-2.9%,/,4.8%
N#C/C(=N\Nc1ccc(Cl)cc1)C(=N)N1CCCCCC1,-5.4%,-1.8%,6.6%,-4.2%,-1.0%,-3.6%,-7.0%
C#CCNC(=O)C1=C[C@@H](c2ccccc2)[C@H](CCCO)[C@@H](OCC)O1,-1.3%,7.7%,9.8%,4.3%,/,5.9%[9.22 µM],3.0%
O=C(O)CC(NC(=O)COc1ccccc1)c1cccc([N+](=O)[O-])c1 (stereo unspecified),11.4%,/,0.5%,-13.1%,1.4%,-17.1%,-1.6%
COc1ccc(OC)c(Cc2nnc(CCC(=O)NCc3nc4ccccc4s3)o2)c1,-2.6%,32.4%[activator],-10.0%,1.8%,1.1%,12.2%[9.22 µM],-5.8%
O=C(COc1ccc2c(-c3ccccc3)cc(=O)oc2c1)NCc1cccs1,-28.0%,7.2%,9.4%,1.2%,3.8%,20.2%,6.9%
COc1ccc(Nc2ncnc3ccccc23)cc1,-10.9%[46.1 µM],/,1.7%,33.4%[38.3 µM],-5.5%,11.2µM*,2.8%
CCN1C(=O)S/C(=C/c2ccc(Sc3nc4ccccc4[nH]3)o2)C1=O,12.0%,-7.7%,7.7%,10.7%,-1.7%,-21.7%,-2.0%
CCc1ccc(C(=O)COC(=O)C(Cc2ccccc2)NC(=O)c2ccc(Cl)cc2)cc1 (stereo unspecified),-27.3%[46.1 µM],16.6%,4.0%,4.6%[38.3 µM],-3.8%,20.0%,-1.7%
